ROC1-CUL1 inh – inhibitors of human ROC1-CUL1 ubiquitin ligase activity; E3 ubiquitin-protein ligase RBX1 (Homo sapiens) + Cullin-1 (Homo sapiens), P62877+Q13616; in vitro K48 di-Ub FRET, acceptor:donor ratio, 45 min; inhibition, % at 10 µM; 140,000 tested, 0.6% active; AID 1347404, 2020; in the data active = inhibition above about 25%
Target sequence (P62877 whole entry, looked up): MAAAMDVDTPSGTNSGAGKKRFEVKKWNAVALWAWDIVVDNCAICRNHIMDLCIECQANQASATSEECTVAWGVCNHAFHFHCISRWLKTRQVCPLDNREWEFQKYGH
Target sequence (Q13616 whole entry, looked up): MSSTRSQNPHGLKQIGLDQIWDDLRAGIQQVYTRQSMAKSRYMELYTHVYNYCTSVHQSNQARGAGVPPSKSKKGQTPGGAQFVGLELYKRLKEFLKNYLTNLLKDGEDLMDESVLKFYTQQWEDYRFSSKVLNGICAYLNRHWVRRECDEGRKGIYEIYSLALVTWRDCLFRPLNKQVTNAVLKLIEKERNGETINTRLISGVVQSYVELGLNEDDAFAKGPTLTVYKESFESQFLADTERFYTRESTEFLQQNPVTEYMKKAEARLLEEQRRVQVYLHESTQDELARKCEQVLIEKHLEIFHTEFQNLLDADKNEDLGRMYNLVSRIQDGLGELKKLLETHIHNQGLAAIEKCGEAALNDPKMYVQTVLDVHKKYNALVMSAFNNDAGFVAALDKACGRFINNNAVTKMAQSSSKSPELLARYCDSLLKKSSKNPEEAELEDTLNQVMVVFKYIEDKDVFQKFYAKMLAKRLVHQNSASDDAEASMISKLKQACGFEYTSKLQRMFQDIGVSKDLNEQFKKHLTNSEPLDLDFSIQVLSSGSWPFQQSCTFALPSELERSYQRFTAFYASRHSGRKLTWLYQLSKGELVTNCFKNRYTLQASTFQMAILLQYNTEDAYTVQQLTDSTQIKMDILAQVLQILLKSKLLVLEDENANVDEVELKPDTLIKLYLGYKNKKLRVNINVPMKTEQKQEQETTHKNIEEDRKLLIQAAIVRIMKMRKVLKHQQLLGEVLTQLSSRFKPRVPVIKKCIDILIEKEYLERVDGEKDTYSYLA
An asterisk follows results filed as active; & = joins results of further samples.

no. | SMILES | ROC1-CUL1 inh
1 | CCC1CN(C(=O)N2CCC(C(=O)NCCc3ccc(OC)cc3OC)CC2)c2cc(C)ccc2O1 (stereo not given) | 4
2 | CC(NC(=O)c1ccc(Br)cc1Br)c1ccccc1 (stereo not given) | 14
3 | O=C(C1=CCCC1)N1CCCC(c2[nH]ncc2-c2ccc(F)c(F)c2)C1 (stereo not given) | -3
4 | CCOC(=O)C1=C(C)OCC(=S)C(N2CCOCC2)=N1 | 9
5 | Cc1cc(C)c2c(c1)c(-c1ccccc1)c(-c1ccccc1)n2CC(O)CNCc1ccccc1 (stereo not given) | -5
6 | O=S(=O)(NCCCCCCNS(=O)(=O)c1ccc(F)cc1)c1ccc(F)cc1 | 2
7 | Cc1ccc(C(=O)N2CCc3c(cnc(C)c3CNC(=O)c3ccccc3F)C2)cc1C | -10
8 | CCOc1ccccc1C(=O)N(Cc1sccc1C)C1CCS(=O)(=O)C1 (stereo not given) | 2
9 | CN1CCCC(CN(CCc2ccccc2)C(=O)c2n[nH]c3ccccc23)C1 (stereo not given) | -1
10 | CCc1ccc(S(=O)(=O)C2C=Nc3cc(OC)c(OC)cc3C2=O)cc1 (stereo not given) | 7
11 | O=[N+]([O-])c1ccc(-c2cc(-c3ccccn3)nc(-c3ccccn3)c2)cc1 | -5
12 | Cc1c(-c2nsc(NC(=O)c3cccc(Cl)c3)n2)nnn1-c1ccccc1C(F)(F)F | 10
13 | O=C(NN=C1C2CC3CC(C2)CC1C3)c1ccc(Br)cc1 | 1
14 | CC(=O)c1ccc(F)c(-c2cc(C)cc3c2OC(CNC(=O)C2=CCCC2)C3)c1 (stereo not given) | 10
15 | CN1CCN(c2ncc3c(n2)CC(c2cc(F)cc(F)c2)CC3=O)CC1 (stereo not given) | 4
16 | Cc1cc(C)c2c(n1)sc1c(=O)n(-c3ccccc3C(F)(F)F)nnc12 | 7
17 | O=C(COc1ccccc1F)N1CCN(c2ccc(F)cc2)CC1 | 7
18 | O=C1CC(CC(=O)N2CCCCC2c2cccnc2)(c2ccccc2)C(=O)N1Cc1cccs1 (stereo not given) | 7
19 | CC(=O)N1c2ccccc2C(=O)C1N1CCCCC1 (stereo not given) | -6
20 | COc1ccc(-c2csc3ncnc(Nc4cccc(F)c4)c23)cc1 | 0
21 | CNC(=O)Cc1c2c(n(Cc3ccccc3)c1C)CCCC2=O | -3
22 | O=C1OC(c2ccccc2)=N/C1=C\c1cn(Cc2ccccc2)c2ccccc12 | -5
23 | COc1ccc(C(=O)CSC2=NC(=O)C(C#N)C3(CCCC3)C2C#N)cc1OC (stereo not given) | 6
24 | Cc1ccc(-c2nc3sc(-c4ccc(C)s4)nc3s2)s1 | 5
25 | Cn1c(=O)c2c(ncn2C/C=C/c2ccccc2)n(C)c1=O | 3
26 | COc1ccc(NC(C)=O)c(NC(=O)c2ccc(Br)cc2)c1 | 7
27 | COc1ccc(-c2cnnc(NCc3cnc(C)cn3)n2)cc1 | 8
28 | Cc1ccc(CNC(C)c2ccccc2)s1 (stereo not given) | -10&6
29 | Cc1ccc(CN(C(=O)COc2ccc(F)cc2)C2CCS(=O)(=O)C2)o1 (stereo not given) | 1
30 | CCn1nc(C)c(NC(=O)c2ccc(Br)o2)c1C | 4
31 | CC(C)(C)c1ccc(/C=C2\N=C(c3ccccc3F)OC2=O)cc1 | 4
32 | CCn1c(N/N=C(C)/C=C/c2ccccc2)nc2c1c(=O)[nH]c(=O)n2C | 8
33 | CN(Cc1ccc(F)cc1)c1ccc(OCC(=O)N(Cc2cccnc2)C[C@@H]2CCC(=O)N2)nn1 | -16
34 | O=C(c1ccco1)N1CCC(C2CCN(c3ncccn3)CC2)C1 (stereo not given) | 3
35 | CCc1cc(CNC(=O)C2CCCN(C3CCN(C(C)C)CC3)C2)on1 (stereo not given) | 7
36 | O=C(NNC(=O)C1CC1(c1ccccc1)c1ccccc1)C1C2CCCCC21 (stereo not given) | -4
37 | COc1ccc(OC)c(-c2cc(Cl)c3c(c2)CC(CNC(=O)[C@H](CC(C)C)NC(C)=O)O3)c1 (stereo not given in full) | 0
38 | O=C(c1ccc(F)cc1)N1N=C(c2cccs2)CC1c1ccccc1 (stereo not given) | 4
39 | COCCNC(=O)CCC1CCN(C(=O)C2CC=CCC2)CC1 (stereo not given) | 6
40 | COc1ccc(OCc2nnc(SCC(=O)Nc3cccc(C)c3C)n2C)cc1 | 8
41 | COc1ccc(Cl)cc1NC(=O)c1cc(C)nn1-c1ccccc1 | -3
42 | COC(=O)CN1C(=O)S/C(=C/c2ccccc2OCc2ccccc2Cl)C1=O | -3
43 | COc1ccc(N2CCN(c3nc(C)cc(C)n3)CC2)cc1 | 0
44 | Cc1nc(SCC(=O)NC2CCCCC2)n(-c2ccccc2)c1C | -9
45 | CCOc1cccc(CN2CCC(N3CCCC(C(=O)NC4CC4)C3)CC2)c1 (stereo not given) | 2
46 | CC(C)(O)C#Cc1ccc(CN2CCC(c3nc(C(F)(F)F)ncc3-c3cccc(F)c3)CC2)cc1 | -3
47 | COC(=O)[C@H]1C=C(c2ccccc2)S[C@]1(c1ccccc1)c1nc2ccccc2[nH]1 | -2
48 | COc1ccccc1-c1noc(-c2ccc(NC3CCCC3)c([N+](=O)[O-])c2)n1 | 0
49 | CCOc1ccc(CN2C(=O)c3ccccc3Sc3ccc(C(=O)NCc4ccc5c(c4)OCO5)cc32)cc1 | 3
50 | Cc1cccc(N2CCN(C(=O)c3cn(C4CC4)cc(C(=O)NCc4ccccc4)c3=O)CC2)c1C | 14
51 | COc1ccc(-c2csc(N/N=C/c3c4ccccc4cc4ccccc34)n2)cc1 | 1
52 | Cc1cc(OS(=O)(=O)c2cc(C)c(C)cc2C)c2ccccc2n1 | -4
53 | O=S(=O)(Nc1cc(Sc2nnnn2-c2ccccc2)c(O)c2ccccc12)c1ccccc1 | 5
54 | COc1cc(Br)c(C2CC(=O)Nc3cc(OC)c(OC)c(OC)c32)cc1OC (stereo not given) | 2
55 | COc1ccc(Cc2nnc(SCC(=O)Nc3ccc(Br)c(C)c3C)n2C)cc1 | 2
56 | O=C(Nc1ccccc1Cl)C1CCN(c2nc3ccccc3[nH]2)CC1 | 6

(further entries)
no. | SMILES | ROC1-CUL1 inh
57 | COc1cccc(N2CCN(C(=O)CCS(=O)(=O)c3ccc4c(c3)oc(=O)n4C)CC2)c1 | 3
58 | CC(=O)N1C=Cc2c[nH]cc2C(C)=N1 | 11
59 | O=C(Nc1ccc(N2CCCCC2)c(Cl)c1)C(c1ccccc1)c1ccccc1 | -11
60 | O=C1CC(c2ccc(Cl)cc2)Cc2nc3ncnn3cc21 (stereo not given) | -1
61 | CC1CCN(c2oc(/C=C/c3ccc(F)cc3)nc2C#N)CC1 | 7
62 | C=CCn1c(SCC(=O)Nc2scc(-c3ccccc3)c2C(=O)OCC)nc2scc(-c3ccc(F)cc3)c2c1=O | 2
63 | Cc1ccc(C(=O)N(C(=O)c2ccc(C)cc2C)c2nc(-c3ccccn3)cc3ccccc23)c(C)c1 | 6
64 | CCCn1cc(CNC2COc3ccccc3C2)c(C)n1 (stereo not given) | -4
65 | CCOC(=O)C1C(c2ccc(N(C)C)cc2)NC(=O)N(C)C1(O)C(F)(F)F (stereo not given) | 1
66 | COc1ccc(C(=O)C2CCCN(Cc3nc4c(s3)CCCC4)C2)c(OC)c1 (stereo not given) | 7
67 | CCOC(=O)Cc1ccc(NC(=O)N2CCSc3ccccc32)cc1 | -3
68 | Cc1nn(-c2cc(Oc3ccccc3)nc(-c3ccccc3)n2)c(N)c1C#N | 0
69 | Cc1ccc(Cl)cc1N1CCN(C(=O)C2CCN(S(=O)(=O)c3cn(C)cn3)CC2)CC1 | -3
70 | CCOCCc1nn2c(=O)cc(COC(=O)c3ccc(NC(=O)c4cccs4)cc3)nc2s1 | -11
71 | O=C(CSC1=NCCS1)n1c2c(c3ccccc31)CCCC2 | -6
72 | CCOc1ccccc1N1C(=O)C2CC(C)=C(C)CC2C1=O (stereo not given) | 3
73 | Cc1ccc(NC(=O)CSc2nnc(COc3ccc(C#N)cc3)o2)cc1 | -1
74 | CCCCn1nnnc1NC(=O)N(C)C1CCCc2ccccc21 (stereo not given) | 3
75 | O=C(COc1ccccc1)N1CCCC(CNS(=O)(=O)c2cccs2)C1 (stereo not given) | 6
76 | O=C(Cc1cccc2ccccc12)Nc1ccccc1O | 1
77 | Cc1cc(/C=C2/SC(=O)N(C)C2=O)c(C)n1-c1ccncc1 | 0
78 | Cc1ccc(CNC(=O)Nc2nnc(-c3cccs3)s2)o1 | -8
79 | Cc1cc(Cl)ccc1NC(=O)C(=O)NCc1ccco1 | 7
80 | O=C(CC1=CCCCC1)N1CCOc2ccc(CN3CCN(c4ncccn4)CC3)cc2C1 | 2

3 structures from above, ordered by formula weight, rising.
no. | SMILES | ROC1-CUL1 inh
72 | CCOc1ccccc1N1C(=O)C2CC(C)=C(C)CC2C1=O (stereo not given) | 3
74 | CCCCn1nnnc1NC(=O)N(C)C1CCCc2ccccc21 (stereo not given) | 3
15 | CN1CCN(c2ncc3c(n2)CC(c2cc(F)cc(F)c2)CC3=O)CC1 (stereo not given) | 4

Further compounds follow:
no. | SMILES | ROC1-CUL1 inh
81 | Cc1cccc(C(=O)NC(=O)Nc2ccc(-n3nc(C(F)(F)F)cc3C(F)(F)F)cc2)c1 | 9
82 | CCC(COC(=O)c1ccc(OCc2ccccc2)cc1)N1C(=O)c2ccccc2C1=O (stereo not given) | 2
83 | Cc1cc(C(=O)N/N=C/c2ccc[nH]2)n[nH]1 | 4
84 | Cc1ccc2nc(CSc3nnc(NC(=O)COc4ccccc4F)s3)cc(=O)n2c1 | 12
85 | O=C(NCCc1ccccc1)C(=O)NCC(c1cccnc1)N1CCN(c2ccc(F)cc2)CC1 (stereo not given) | 5
86 | CNc1ccccc1C(=O)OCC(=O)c1ccc(Cl)cc1Cl | -6
87 | Cc1ccc(-c2noc(-c3ccc(NCc4cccnc4)c([N+](=O)[O-])c3)n2)cc1 | -6
88 | COC(=O)c1ccc(CC2=NC(=O)N(Cc3ccc(Br)cc3)C2=O)cc1 | -1

Shown field by field: part of the list above
50	Cc1cccc(N2CCN(C(=O)c3cn(C4CC4)cc(C(=O)NCc4ccccc4)c3=O)CC2)c1C
  ROC1-CUL1 inh = 14
51	COc1ccc(-c2csc(N/N=C/c3c4ccccc4cc4ccccc34)n2)cc1
  ROC1-CUL1 inh = 1
52	Cc1cc(OS(=O)(=O)c2cc(C)c(C)cc2C)c2ccccc2n1
  ROC1-CUL1 inh = -4
53	O=S(=O)(Nc1cc(Sc2nnnn2-c2ccccc2)c(O)c2ccccc12)c1ccccc1
  ROC1-CUL1 inh = 5

(list continues)
no. | SMILES | ROC1-CUL1 inh
89 | N#CC1(C#N)[C@H](c2ccccc2)[C@@H](C(=O)c2ccccc2)N2c3ccc4ccccc4c3C=C[C@@H]21 | -9
90 | CCOc1c(Cl)cc(/C=C2\C(=O)NC(=O)N(c3ccc(Br)c(C)c3)C2=O)cc1Cl | 2
91 | COc1ccc(CNS(=O)(=O)c2cc3c(cc2Cl)N(C(C)=O)CCO3)cc1 | -6
92 | O=C(c1ccc(NC2CCCCCC2)nc1)N1CCCN(c2ncccn2)CC1 | 5
93 | Cc1ccc(Nc2cc(C)nc3ncnn23)c(C)c1 | 9
94 | CC12CCC(C(=O)NNc3ccccc3)(C(=O)C1=O)C2(C)C (stereo not given) | -2
95 | O=C(O)CSc1ncccc1C(=O)O | 4
96 | C=CCNC(=O)CSC1=NC(=O)CC(=O)N1CCCCCC | -6
97 | Cn1c(=O)n(C)c2cc(/C=C3/SC(=O)N(CC(=O)Nc4ccccc4)C3=O)ccc21 | 9
98 | Cc1ccc(C(C)C)cc1S(=O)(=O)n1nnc2ccccc21 | -2
99 | O=C(NCc1ccccc1Cl)c1ccc(NC(=O)N2CCSc3ncccc32)cc1 | 5
100 | Cc1cc(OCC(=O)Nc2ncn[nH]2)c(C)c(C)c1Br | -2
101 | CCCN(CCC)S(=O)(=O)c1ccc2c(c1)Cc1cc(S(=O)(=O)N(CCC)CCC)ccc1-2 | 5
102 | CSc1cccc(NC(=O)C2CCN(Cc3ccccc3)CC2)c1 | 5
103 | CCOc1ccc(S(=O)(=O)NC2CCCC2)c(C)c1C | 1
104 | CCCSCCCNC(=O)CN1C(=O)COc2ccc(S(=O)(=O)N3CCCC3)cc21 | 0
105 | COc1ccc(CN(C)C(=O)Cn2nnnc2CN2CCOCC2)c2cccnc12 | -11
106 | CCOc1cc(C2c3c(-c4ccc(Br)cc4)n[nH]c3C(=O)N2c2ccc(Cl)cc2)ccc1O (stereo not given) | -5
107 | O=C(NCCCN1CCN(c2ccccc2)CC1)c1ccc2nc(Cc3ccccc3)oc2c1 | 7
108 | Cc1cc(C)c(/C=C/c2ccc3ccccc3c2)c(C)c1 | 4
109 | O=C(NCC1CCCO1)c1ccc(CNS(=O)(=O)c2cccc(C(F)(F)F)c2)cc1 (stereo not given) | 5
110 | O=C(CCn1c2ccc(Cl)cc2c2cc(Cl)ccc21)N/N=C/c1ccc(O)cc1 | -2
111 | CCCCC(Cl)(Cn1ccnc1)c1ccc(Cl)cc1Cl (stereo not given) | 9
112 | CCOC(=O)c1cc(NC(=O)COC)ccc1O | 1
113 | CCNC(=O)c1cccc(NS(C)(=O)=O)c1C | 13
114 | CCOC(=O)c1cnc2ccc(OCC)cc2c1N1CCN(c2cccc(Cl)c2)CC1 | 1
115 | COc1ccc(CNc2ccc(Br)c(C)c2)cc1 | -1
116 | COc1ccc(CC2(CCC(=O)N(CC3CCC3)CC3CCCO3)CCC(=O)N2)c2ccccc12 (stereo not given) | -2
117 | COCC1CCN(Cc2nc(COc3ccccc3)no2)C1 (stereo not given) | -4
118 | Cc1ccccc1OCc1nnc(SCC(=O)Nc2c(C)cccc2C)n1C | 2
119 | Cc1ccccc1C(=O)Nc1ccccc1OCc1cc(=O)n2ccccc2n1 | -3
120 | CC(=O)N1CCc2cc(CNS(=O)(=O)c3ccc(C(C)(C)C)cc3)ccc21 | -1
121 | CC1(C)CC2(CC(C)(C)N1)OC(=O)N(CCOC13CC4CC(CC(C4)C1)C3)C2(C)O (stereo not given) | -1
122 | COCCC(=O)N1CCCC(Nc2ccc(OC)c(OC)c2)C1 (stereo not given) | -7
123 | CCOc1ccc(CCNC(=O)Cn2ncn3c(cc4sc(C)cc43)c2=O)cc1OCC | -6
124 | CCOc1ccc(C(=O)N/N=C/c2cc(Cl)ccc2[N+](=O)[O-])cc1 | 1
125 | Cn1c(CSCc2ccccc2Cl)n[nH]c1=S | -3
126 | CSc1ccccc1C(=O)NCc1c(C)ncc2c1CCN(C(=O)c1ccc(C)cc1C)C2 | -3

The list is partial, so the mix of outcomes need not match the whole.
